Screening results from PubChem.
CXCR6 block: CXCR6 receptor inhibitors, primary screen, cell-based, beta-arrestin, luminescence, CHO-K1 PathHunter, 1536-well. C-X-C chemokine receptor type 6 (Homo sapiens), O00574. hit rate 0.36% among 360,000. inhibition, % at 20 µM. AID 602244, 2012; in the data active = inhibition above about 34%, passing the limit was not always enough;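 also: antagonist mode with CXCL16 agonist at 10 nM final; 0% = 10 nM CXCL16 with DMSO and 100% = unstimulated wells without agonist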
Target sequence (O00574 whole entry, looked up): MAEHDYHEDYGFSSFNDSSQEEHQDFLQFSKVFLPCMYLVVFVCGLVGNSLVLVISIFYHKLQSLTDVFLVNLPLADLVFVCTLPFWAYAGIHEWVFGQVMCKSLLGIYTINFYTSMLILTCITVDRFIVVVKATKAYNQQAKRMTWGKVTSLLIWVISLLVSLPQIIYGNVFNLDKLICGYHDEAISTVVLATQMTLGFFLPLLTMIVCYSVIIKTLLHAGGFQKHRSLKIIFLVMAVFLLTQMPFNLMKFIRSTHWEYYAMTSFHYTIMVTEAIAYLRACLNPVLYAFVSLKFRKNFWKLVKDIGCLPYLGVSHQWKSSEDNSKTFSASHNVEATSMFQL
UBC13 polyUb: UBC13 polyubiquitin chain formation inhibitors, primary screen, biochemical, TR-FRET, uHTS | Ubiquitin-conjugating enzyme E2 N (Homo sapiens), P61088 | inhibition, % at 20 µM | hit rate 0.47% among 330,000; in the data active = inhibition above about 45%, passing the limit was not always enough
Target sequence (P61088 whole entry, looked up): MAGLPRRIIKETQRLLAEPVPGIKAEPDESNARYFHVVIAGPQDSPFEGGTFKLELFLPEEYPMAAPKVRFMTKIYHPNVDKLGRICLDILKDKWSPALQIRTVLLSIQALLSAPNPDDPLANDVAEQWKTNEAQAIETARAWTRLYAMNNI
APJ agonist: agonists of human apelin receptor APJ, primary screen, CHO-K1 cells, PathHunter beta-arrestin, luminescence; P35414; 0% DMSO wells, 100% apelin; activation, % at 20 µM; hit rate 0.11% among 330,000; AID 2520, 2010;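 active = activation more than six SD over the plate average, tested at 20 µM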;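 also: 0% = DMSO alone and 100% = apelin-13 at 10 nM; some results filed as inactive read as strong as hits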
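Assay system – PathHunter CHO-K1 APJ (AGTRL-1) beta-arrestin reporter cells · Compound – one dose, 20 µM compound, 1% DMSO · Timing – compound 90 min 25 °C, reagent 1 h · Measured by – luminescence from split beta-galactosidase complementation, Galacton Star/Emerald II substrate · Measure – beta-arrestin recruitment to APJ as agonist activity, luminescent signal · Benchmarks – DMSO vs Apelin-13 10 nM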
ATG4B inh: ATG4B protease inhibitors, primary screen, biochemical, fluorescence, uHTS; Cysteine protease ATG4B (Homo sapiens), Q9Y4P1; ATG4B cleavage of LC3-PLA2, NBD-HPC fluorescence, 1 h; inhibition, % at 8.33 µM; hit rate 0.51% among 340,000; in the data active = inhibition above about 40%
EBI2 block: EBI2 receptor antagonists, beta-arrestin recruitment, primary screen, cell-based, luminescence, 7a,25-OHC stimulation, uHTS; 7a,25-OHC stimulated; inhibition, % at 5 µM; hit rate 0.81% among 360,000; AID 651636, 2012; in the data active = inhibition above about 38%;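 also: enzyme fragment complementation signal reports receptor beta-arrestin coupling in cells; 0% = agonist plus DMSO wells and 100% = wells without agonist; some results beyond the cut were filed as inactive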
CCR6 antagonist: CCR6 receptor antagonists, primary screen, cell-based, CHO-K1, luminescence, beta-arrestin, uHTS. C-C chemokine receptor type 6 (Homo sapiens), P51684. inhibition, % at 20 µM. AID 493098, 2011. CHO-K1 CCR6 PathHunter beta-arrestin, CCL20-stimulated. hit rate 0.49% among 340,000;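 active = compounds whose inhibition of the agonist-driven luminescence signal at 20 µM reaches about 50%, limit read from the data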;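 also: cells stimulated with CCL20 at 14 nM final; plate controls were DMSO with CCL20 for no effect and DMSO without agonist for full effect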
Target sequence (P51684 whole entry, looked up): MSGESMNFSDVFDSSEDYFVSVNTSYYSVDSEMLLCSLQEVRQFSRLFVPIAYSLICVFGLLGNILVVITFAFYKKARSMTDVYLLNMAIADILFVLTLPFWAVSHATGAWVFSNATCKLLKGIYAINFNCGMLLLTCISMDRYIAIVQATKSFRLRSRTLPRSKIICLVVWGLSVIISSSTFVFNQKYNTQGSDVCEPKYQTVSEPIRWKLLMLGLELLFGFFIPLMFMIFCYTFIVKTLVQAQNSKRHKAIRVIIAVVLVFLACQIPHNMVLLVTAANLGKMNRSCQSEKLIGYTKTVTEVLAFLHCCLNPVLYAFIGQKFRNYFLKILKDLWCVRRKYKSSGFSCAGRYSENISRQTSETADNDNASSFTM
APJ antagonist: antagonists of human apelin receptor APJ, primary screen, CHO-K1 cells, beta-arrestin complementation, luminescence. P35414. inhibition, % at 20 µM. hit rate 0.32% among 330,000. AID 2521, 2010;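 active = inhibition above about 40% at 20 µM, limit read from the data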;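 also: cells challenged with 10 nM apelin-13 agonist together with compound; plate controls were apelin-13 plus DMSO wells for no effect and DMSO wells lacking apelin-13 for full effect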
Gli-Sufu antag: Gli-Sufu pathway antagonists, primary screen, luciferase luminescence, Sufu-KO-LIGHT cells, uHTS; hit rate 0.74% among 340,000; inhibition, % at 5 µM; Sufu-KO-LIGHT fibroblasts, Gli luciferase reporter luminescence; AID 588413, 2011;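 active = inhibition above about 55%, limit read from the data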;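 also: 0% = DMSO-treated cells and 100% = wells with medium but no cells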
Active calls of the source: *; . = not tested or not shown.

1: Cn1c(=O)[nH]c(=O)c2c1ncn2CCCc1ccccc1
2: CN(CC(=O)Nc1ccccc1C(F)(F)F)C(=O)COc1ccccc1Cc1ccccc1
3: O=C(CCCN1C(=O)/C(=C/c2ccccc2)SC1=S)Nc1ccc(O)cc1
4: O=C(COC(=O)CCc1nc2ccccc2c(=O)[nH]1)Nc1ccc2c(c1)OCO2
5: Cc1ccc(-c2noc(CCC(=O)N3CCCc4ccccc43)n2)cc1
6: CCn1c2c(c3cc(Cl)ccc31)CCCC2=O
compound no.	1	2	3	4	5	6
CXCR6 block	-7	4	4	2	2	-4
UBC13 polyUb	-4	4	-3	-4	-6	6
APJ agonist	2	-9	-1	-7	-1	-2
ATG4B inh	-2	19	-12	6	5	-3
EBI2 block	-7	15	9	-1	0	-7
CCR6 antagonist	6	5	13	7	12	3
APJ antagonist	-1	8	19	3	4	-5
Gli-Sufu antag	0	-8	-19	-20	28	4

7: Cc1ccc(S(=O)(=O)N2CCN(C(=O)CN3C(=O)NC(C)(c4ccc5ccccc5c4)C3=O)CC2)cc1 (centres undefined)
8: CNC(=O)CSc1nnc(-c2ccco2)n1-c1ccc(C)cc1
9: CCc1ccc(C(=O)COC(=O)C2CCN(c3ccc(C(F)(F)F)cn3)CC2)cc1
10: Cc1c(C(=O)C(=O)NCCc2ccc(S(N)(=O)=O)cc2)c2ccccc2n1C
11: Nc1ccc(/C=C/C(=O)c2ccco2)cc1
12: COC(=O)[C@@H]1C[C@@]2(O)[C@H](O)[C@H](O)[C@H](O)C[C@H]2N1Cc1ccc(C(F)(F)F)cc1
compound no.	7	8	9	10	11	12
CXCR6 block	1	2	-6	-2	-4	4
UBC13 polyUb	.	6	0	14	-44	-9
APJ agonist	.	-3	-6	2	3	7
ATG4B inh	-34	-1	0	-12	3	2
EBI2 block	-8	-6	-5	-6	0	2
CCR6 antagonist	-5	12	17	-2	-14	-8
APJ antagonist	.	9	-10	-3	12	-9
Gli-Sufu antag	16	1	-13	-5	-7	-1

13: COc1cc(NC(=O)N[C@@H](Cc2ccccc2)C(=O)O)cc(OC)c1
14: CCCCCCCC(=O)N/N=C/c1ccco1
15: CC(C(=O)Nc1c2c(cc3c1CCC3)CCC2)N1CCCC1 (centres undefined)
16: CCOc1ccc(NC(=O)CN(C)CC(=O)Nc2ccccc2C#N)cc1OCC
17: NC(N)=NS(=O)(=O)c1ccc(NC(=S)NC(=O)c2ccncc2)cc1
18: CCCSC1=C(C#N)C(c2ccc(O)c(OC)c2)CC(=O)N1 (centres undefined)
compound no.	13	14	15	16	17	18
CXCR6 block	2	-4	12	6	21	1
UBC13 polyUb	-13	3	2	-2	-7	-8
APJ agonist	-1	3	-2	0	-4	1
ATG4B inh	-6	0	11	-8	-1	-2
EBI2 block	-6	3	-4	-2	-1	-2
CCR6 antagonist	-4	-6	3	15	32	-6
APJ antagonist	7	2	7	2	13	-43
Gli-Sufu antag	-3	7	14	4	-5	8

19: O=C(COc1coc(CN2CCN(c3ccccc3)CC2)cc1=O)N1CCc2ccccc21
20: CCOc1cc(S(=O)(=O)N2CCOCC2)ccc1F
21: CCc1nn(C)c2c(=O)c(=O)c2n(C)[nH]1
22: CCOc1ccc(NC(=O)CN(C)C(=O)c2ccccc2SCC(=O)N2CCCC2)cc1OCC
23: COc1ccc(C(=O)O/N=C(\N)c2ccc(OC)c(OC)c2)c(OC)c1
24: CCC1CN(C(=O)N2CCC(C(=O)NCCc3ccc(OC)c(OC)c3)CC2)c2ccccc2O1 (centres undefined)
compound no.	19	20	21	22	23	24
CXCR6 block	-1	7	-1	-7	-5	4
UBC13 polyUb	0	-1	-5	4	-3	-6
APJ agonist	1	-2	2	-7	3	1
ATG4B inh	-1	-1	-1	-1	-7	-4
EBI2 block	5	12	5	-6	3	-2
CCR6 antagonist	1	1	4	11	-17	12
APJ antagonist	-29	14	-2	20	-22	-30
Gli-Sufu antag	-10	-1	-3	-2	30	36

25: COc1ccc(Oc2c(C)nc(SCC(=O)c3ccc(Cl)cc3)[nH]c2=O)cc1
26: Cc1c(C(=O)N/N=C/c2cccnc2)sc(N)c1C#N
27: CC(C)C(NC(=O)c1ccc(Cl)cc1Cl)C(=O)NCCc1ccccn1 (centres undefined)
28: Cc1c(C)c2c(C)nn(-c3ccccc3)c2[nH]c1=O
29: COc1ccc(NC(=O)N(C)C[C@H]2Oc3c(NS(=O)(=O)c4ccc(OC)cc4)cccc3C(=O)N([C@H](C)CO)C[C@@H]2C)cc1
30: C=CCO/N=C/C1C(=O)CC(C)(C)CC1=O
compound no.	25	26	27	28	29	30
CXCR6 block	13	-9	-4	-6	2	-6
UBC13 polyUb	-1	15	5	8	-3	-2
APJ agonist	1	0	-7	-2	-1	-3
ATG4B inh	10	-3	-8	6	-3	9
EBI2 block	0	-10	-9	-8	10	-3
CCR6 antagonist	14	-7	-1	1	2	8
APJ antagonist	12	3	11	14	11	2
Gli-Sufu antag	7	-3	-1	13	10	.

31: CSc1ccccc1NC(=O)c1cc(CC(C)C)on1
32: O=C(Nc1cc(SCCO)cc([N+](=O)[O-])c1)c1ccco1
33: CC(C)(C)OC(=O)N1C[C@H](O)C[C@H]1C(=O)OCC(=O)c1ccc([N+](=O)[O-])cc1
34: Nc1c(C(=O)Nc2cccc(F)c2)nnn1-c1cccc(C(F)(F)F)c1
35: O=C(N/N=C/c1ccc[nH]1)c1ccccc1[N+](=O)[O-]
36: Cc1cc(C)nc(NC(=O)Cc2cccs2)n1
compound no.	31	32	33	34	35	36
CXCR6 block	-10	2	-10	2	3	-8
UBC13 polyUb	-3	7	-9	-12	-6	-4
APJ agonist	-4	-2	4	1	0	-4
ATG4B inh	5	-2	-2	-4	-1	2
EBI2 block	2	-7	-17	1	1	-1
CCR6 antagonist	5	1	-2	1	-3	-14
APJ antagonist	-4	-8	-44	10	3	16
Gli-Sufu antag	-29	-9	-1	-60	2	-3

37: O=C(CSc1ccccc1F)NNC(=O)c1ccncc1
38: O=C1c2ccccc2-c2c1cccc2C(=O)N1CCOCC1
39: COc1ccc(CN(C)C(=O)c2ccc(COc3ccccc3)cc2)c(OC)c1
40: COc1cc(/C=N\NC(=O)CC(=O)NCCc2ccccc2)ccc1O
41: O=[N+]([O-])c1ccc(/C=N/Nc2ccccn2)cc1
42: CSc1c(CC(=O)Nc2ccccc2C(F)(F)F)n(Cc2ccccc2)c2ccccc12
compound no.	37	38	39	40	41	42
CXCR6 block	-2	-6	8	3	-5	1
UBC13 polyUb	-16	3	0	0	-39	1
APJ agonist	-2	1	0	-2	0	-3
ATG4B inh	-2	4	-2	-5	-2	1
EBI2 block	-1	3	14	-7	6	17
CCR6 antagonist	-1	18	17	-3	15	21
APJ antagonist	-39	4	3	-10	3	8
Gli-Sufu antag	0	-9	0	5	-11	9

Sorted by number of heavy atoms (lowest first): part of the list above.
41: O=[N+]([O-])c1ccc(/C=N/Nc2ccccn2)cc1
39: COc1ccc(CN(C)C(=O)c2ccc(COc3ccccc3)cc2)c(OC)c1
42: CSc1c(CC(=O)Nc2ccccc2C(F)(F)F)n(Cc2ccccc2)c2ccccc12
compound no.	41	39	42
CXCR6 block	-5	8	1
UBC13 polyUb	-39	0	1
APJ agonist	0	0	-3
ATG4B inh	-2	-2	1
EBI2 block	6	14	17
CCR6 antagonist	15	17	21
APJ antagonist	3	3	8
Gli-Sufu antag	-11	0	9

Next section.
43: CC(C)(C#N)N([O-])C=C[N+](=O)C(C)(C)C#N
44: Oc1[nH]c2ccccc2c1C=Nc1ccc2c(c1)OCCO2
45: CN1C2=C(C(=O)CC(C)(C)C2)C(c2cccs2)C2=C1CC(C)(C)CC2=O
46: CC(C)(C)OC(=O)NC(Cc1ccccc1)C(=O)N1CCCC1C(=O)O (centres undefined)
47: CC(=O)Nc1ccc2c(c1)NC(=O)CC2
48: C=CCn1c(SCC(=O)N2CCCC2=O)nc2sc(CC)cc2c1=O
compound no.	43	44	45	46	47	48
CXCR6 block	-4	8	-3	-6	4	-16
UBC13 polyUb	-9	.	-2	-5	5	6
APJ agonist	-3	.	1	-4	-2	-1
ATG4B inh	0	-10	0	4	7	-5
EBI2 block	-4	9	-3	-8	0	-3
CCR6 antagonist	0	15	-9	5	20	18
APJ antagonist	-8	.	5	-13	-21	4
Gli-Sufu antag	-4	-156	10	-1	3	3

Compounds listed so far that contain a nitro group on carbon (4):
32: O=C(Nc1cc(SCCO)cc([N+](=O)[O-])c1)c1ccco1
33: CC(C)(C)OC(=O)N1C[C@H](O)C[C@H]1C(=O)OCC(=O)c1ccc([N+](=O)[O-])cc1
35: O=C(N/N=C/c1ccc[nH]1)c1ccccc1[N+](=O)[O-]
41: O=[N+]([O-])c1ccc(/C=N/Nc2ccccn2)cc1
compound no.	32	33	35	41
CXCR6 block	2	-10	3	-5
UBC13 polyUb	7	-9	-6	-39
APJ agonist	-2	4	0	0
ATG4B inh	-2	-2	-1	-2
EBI2 block	-7	-17	1	6
CCR6 antagonist	1	-2	-3	15
APJ antagonist	-8	-44	3	3
Gli-Sufu antag	-9	-1	2	-11

Carrying on.
49: Cn1c(-c2cccc([N+](=O)[O-])c2)cnc1NCc1cccc([N+](=O)[O-])c1
50: Cc1ccc(NC(=O)CN(C)C(=O)c2ccccc2Cc2ccccc2)cc1
51: Nn1c(Nc2ccc(Cl)cc2)nncc1=O
52: COc1cccc(CN(C)C(=O)CCC(=O)c2cc(Br)ccc2OC)c1
53: COc1ccccc1N1CCN(C2=NS(=O)(=O)c3ccccc32)CC1
54: CCOC(=O)C1CCN(C/C=C/c2ccccc2)CC1
compound no.	49	50	51	52	53	54
CXCR6 block	0	-4	-4	8	10	-5
UBC13 polyUb	10	6	-2	7	-3	1
APJ agonist	-5	-7	-4	-3	-6	-4
ATG4B inh	17	-10	2	-5	-6	-4
EBI2 block	0	3	5	12	-10	-2
CCR6 antagonist	-5	-2	0	4	3	7
APJ antagonist	4	6	7	-4	7	17
Gli-Sufu antag	28	3	-5	-5	-10	3

55: COc1ccc(S(=O)(=O)N2CCN(C(=O)[C@H](Cc3ccccc3)NC(=O)c3ccco3)CC2)cc1
56: Cc1ccc(NC(=O)c2ccco2)c(NC(=O)c2ccccc2)c1
57: Cn1c(SCc2cccnc2)nc2cccnc21
58: Cc1cc(=O)cc(C)n1-c1ccccc1Br
59: COc1ccc(/C=C(/NC(=O)c2ccc([N+](=O)[O-])cc2)C(=O)NCCCN(C)C)cc1
60: COC(=O)c1ccc(/C=N/NC(=S)NC(C)C)cc1
compound no.	55	56	57	58	59	60
CXCR6 block	0	7	11	-4	-15	-1
UBC13 polyUb	6	-8	-1	2	6	-4
APJ agonist	0	-4	-4	0	-2	-2
ATG4B inh	-17	-2	-4	7	5	-3
EBI2 block	-2	1	3	-7	-5	-5
CCR6 antagonist	2	9	4	6	0	6
APJ antagonist	-9	-3	8	15	-20	-30
Gli-Sufu antag	-17	0	-5	33	4	-1

61: CCCC(=O)Nc1c2c(nn1-c1ccc([N+](=O)[O-])cc1)CS(=O)(=O)C2
62: CCN(CC)c1ccc(NC(=O)C2=CC=CN3CCS(=O)(=O)N=C23)cc1
63: Cc1cc(S(=O)(=O)N2CCCC(C)C2)ccc1-n1cnnn1 (centres undefined)
64: C/C(CC1(O)C(=O)N(Cc2ccccc2)c2ccccc21)=N\O (centres undefined)
compound no.	61	62	63	64
CXCR6 block	-5	3	-1	9
UBC13 polyUb	1	-38	-2	-3
APJ agonist	0	-8	1	-2
ATG4B inh	1	-1	-4	-7
EBI2 block	-4	2	-17	9
CCR6 antagonist	9	14	4	4
APJ antagonist	-15	3	5	-1
Gli-Sufu antag	0	-19	22	-2

The order is random; any-hit rate near 3%.
